Compound activity (PubChem)
M5 antag – blocks acetylcholine activation of human M5 receptor | inhibition, % at 3 µM | CHO-hM5 cells, Fluo-8 calcium fluorescence, ACh EC80 | 360,000 tested, 0.59% active;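 active means inhibition above a per-plate cutoff, the mean of that plate's test compounds plus 3 SD, cut at about 27% in these data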;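 further: 0% = acetylcholine EC80 with DMSO and 100% = DMSO without agonist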
Target sequence (P08912 whole entry, looked up): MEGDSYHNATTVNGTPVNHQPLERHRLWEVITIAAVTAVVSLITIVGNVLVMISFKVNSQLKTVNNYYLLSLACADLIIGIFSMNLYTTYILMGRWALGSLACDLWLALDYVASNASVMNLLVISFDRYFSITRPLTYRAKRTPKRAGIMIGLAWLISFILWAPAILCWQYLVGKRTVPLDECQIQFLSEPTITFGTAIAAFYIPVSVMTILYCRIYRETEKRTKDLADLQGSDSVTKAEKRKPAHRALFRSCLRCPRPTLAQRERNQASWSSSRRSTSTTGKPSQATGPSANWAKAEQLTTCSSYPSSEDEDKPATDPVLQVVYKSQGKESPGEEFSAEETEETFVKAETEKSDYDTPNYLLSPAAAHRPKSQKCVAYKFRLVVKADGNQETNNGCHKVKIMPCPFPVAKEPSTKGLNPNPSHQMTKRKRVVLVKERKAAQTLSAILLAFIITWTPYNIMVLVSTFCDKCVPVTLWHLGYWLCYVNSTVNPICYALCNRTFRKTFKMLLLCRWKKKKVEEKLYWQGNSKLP
CHO-K1 Ca antag – counter-screen for M1 antagonists: effect in parental CHO-K1 cells | ATP-induced calcium, Fluo-8 fluorescence | inhibition, % at 3 µM | 360,000 tested, 0.6% active;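 active means inhibition above a per-plate cutoff, the plate's mean sample inhibition plus 3 SD, cut at about 24% in these data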;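 further: 0% = DMSO plus EC80 ATP and 100% = DMSO alone without ATP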
CHRM4 antagonist – CHRM4 antagonism in calcium assay; AID 624125; CHO-hM4 cells, ACh EC80, Fluo-8 calcium fluorescence; P08173; inhibition, % at 3 µM; 360,000 tested, 0.73% active;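 active means inhibition above its plate's cutoff, the mean inhibition of sample wells plus 3 SD, cut at about 27% in these data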;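 further: 0% = acetylcholine EC80 with DMSO and 100% = DMSO without agonist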
Target sequence (P08173 whole entry, looked up): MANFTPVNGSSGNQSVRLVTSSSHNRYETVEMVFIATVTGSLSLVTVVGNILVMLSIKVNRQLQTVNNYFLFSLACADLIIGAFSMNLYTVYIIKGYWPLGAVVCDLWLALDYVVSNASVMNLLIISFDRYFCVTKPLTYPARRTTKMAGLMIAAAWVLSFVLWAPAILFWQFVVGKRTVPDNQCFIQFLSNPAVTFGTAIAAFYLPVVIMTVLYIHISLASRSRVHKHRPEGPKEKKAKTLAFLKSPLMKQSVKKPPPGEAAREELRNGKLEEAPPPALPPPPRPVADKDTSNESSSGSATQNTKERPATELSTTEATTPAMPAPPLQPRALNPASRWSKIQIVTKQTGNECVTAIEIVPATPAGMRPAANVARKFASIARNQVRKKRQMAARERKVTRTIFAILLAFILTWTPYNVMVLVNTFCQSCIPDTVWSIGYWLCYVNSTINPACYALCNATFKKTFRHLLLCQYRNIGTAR
CHRM5 PAM – positive allosteric modulators of human muscarinic M5 receptor; activation, % at 3 µM; 360,000 tested, 0.3% active; P08912; CHO-K1 hM5, Fluo-8 calcium, ACh EC20 PAM; 0% = ACh EC20, 100% = ACh EC100;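 active means activation above the run cutoff, the mean activation of all test compounds plus 3 SD, cut at about 18% in these data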
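Assay system: CHO-K1 hM5 cells / Incubation: Fluo-8 loading 80 min at 37 °C plus 30 min room temperature / Technique: Fluo-8 calcium dye fluorescence, kinetic read / Repeats: single replicate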
CHRM4 agonist – agonists of human muscarinic M4 receptor (CHRM4); P08173; CHO-K1 hM4/Gqi5, Fluo-8 calcium fluorescence; vehicle 0%, full acetylcholine response 100%; activation, % at 3 µM; 360,000 tested, 0.14% active;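 active means activation above the run mean over all test wells plus 3 SD, cut at about 32% in these data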;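 further: peak over basal fluorescence ratio per well then scaled between controls; 0% = DMSO wells and 100% = acetylcholine at EC100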
M1 ag parental – M1 agonist counterscreen hit in parental CHO-K1 cells. Fluo-8 calcium fluorescence; scaled to maximal ATP response, vehicle zero. activation, % at 3 µM. 360,000 tested, 0.48% active. AID 602248; in the data active means activation above about 15%;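 further: untransfected CHO-K1 host cells lacking M1 receptor as counterscreen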
M5 ag – agonists of human muscarinic M5 receptor (CHRM5); P08912; CHO-K1 hM5 cells, Fluo-8 calcium fluorescence; 0% DMSO wells, 100% maximal acetylcholine response; activation, % at 3 µM; 360,000 tested, 0.19% active; AID 624037;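 active means activation above the run's mean over test compounds plus 3 SD, cut at about 23% in these data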;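 further: signal is peak over basal fluorescence ratio across the kinetic read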
CHO-K1 Ca PAM – counter-screen for M1 PAMs: effect in parental CHO-K1 cells; activation, % at 3 µM; 360,000 tested, 0.02% active; ATP EC20, Fluo-8 calcium fluorescence; 0% at ATP EC20, 100% at ATP max;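 active means activation above the run cutoff, the mean activation of all test compounds plus 3 SD, cut at about 40% in these data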;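 further: peak over basal fluorescence ratio in a 140 s read after ATP addition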
M4 PAM – positive allosteric modulators of human muscarinic M4 receptor. CHO-K1 hM4/Gqi5, Fluo-8 calcium fluorescence, ACh EC20; 0% = ACh EC20, 100% = maximal ACh. AID 624126. 360,000 tested, 0.4% active. activation, % at 3 µM. P08173;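 active means activation above its plate's cutoff, the mean activation of sample wells plus 3 SD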; further: some results filed as inactive read as strong as hits
* = called active by the depositor. Rows are unselected, and some 2.7% of all compounds hit somewhere here.

SMILES	M5 antag	CHO-K1 Ca antag	CHRM4 antagonist	CHRM5 PAM	CHRM4 agonist	M1 ag parental	M5 ag	CHO-K1 Ca PAM	M4 PAM
COc1cc2c(cc1NCc1ccc3c(c1)OCO3)oc1ccccc12	-6	16	0	-2	0	-0.4	-4	-7	9
O=C(/C=C/c1cccc2ccccc12)c1ccncc1	1	-8	3	2	2	2.2	-3	33	-1
CCCN1CCc2nc(SCC(=O)Nc3ccc(C)c(Cl)c3)[nH]c(=O)c2C1	-3	0	-8	-2	-1	0.3	0	3	-4
O=C(NN1CCOCC1)c1cnn2c(C(F)F)cc(-c3ccccc3)nc12	-2	-18	1	1	0	0.9	0	24	1
COc1cc([C@@H]2CC=C(C(=O)O)[C@H](c3ccc(Cl)cc3)N2S(=O)(=O)c2ccc(C)cc2)cc(OC)c1OC	5	-12	-9	9	1	-0.1	3	-11	17
CCN(CCCNC(=O)C1CCN(S(=O)(=O)c2cnc[nH]2)CC1)c1ccccc1	-16	-15	-3	6	0	0.1	0	8	1
O=C1COc2ccc(C(=O)COC(=O)c3ccc4ccccc4n3)cc2N1	4	4	-5	-7	2	1.1	1	-2	11
Cc1nc2ccc(C(=O)OCc3nnc(-c4ccccc4)o3)cc2nc1C	15	3	-7	-8	4	2.3	0	-2	-5
Nc1cc(=O)[nH]c(SCC(=O)Nc2ccc(S(=O)(=O)N3CCCCC3)cc2)n1	9	3	-4	-1	0	0.0	0	7	1
O=C(NCc1ccccc1)N1CCN(c2ccccc2)CC1	4	14	2	-6	1	0.1	1	7	-1
COc1ccc(Cl)cc1NC(=O)CN(C)Cc1ccc(OC)c(OC)c1	18	5	4	-22	21	6.2	-2	-10	-11
CC1(OC(=O)C2CCCC2)C(=O)C=C2C=C(c3ccsc3)N(CCc3c[nH]c4ccccc34)C=C2C1=O (stereo unspecified)	3	-5	-2	-6	1	-0.4	-1	-2	3
Cc1n[nH]c(=O)c2c(NC(=O)COC(=O)COc3cccc(Br)c3)oc(C)c12	-1	3	5	6	0	0.1	0	13	3
Cc1ccccc1-c1cc2nc(NCc3ccc4occc4c3)n(C)c(=O)c2s1	0	-8	-3	-2	0	0.1	-1	15	7
O=C(Nc1ccccc1C(=O)N1CCOCC1)c1noc2c1CCCC2	-7	-6	9	-3	1	0.6	-1	7	-2
Cc1cccc(-n2cc[nH]c2=S)c1	-10	-1	2	8	1	0.6	-5	13	-1
O=C(Nc1ncc(Cc2cccc(Cl)c2Cl)s1)c1ccc([N+](=O)[O-])cc1	-4	10	1	3	1	-0.3	-1	-4	2
COc1ccc(-c2[nH]ncc2CN2CCN(Cc3cccs3)CC2)c(F)c1	16	-8	-18	-11	17	4.4	2	5	-14
Nc1nc2c(ncn2[C@@H]2O[C@H](CNC(=O)[C@H](N)Cc3cncn3COCc3ccccc3)[C@@H](O)[C@H]2O)c(=O)[nH]1	4	-10	6	0	0	0.0	-1	-5	1
CCN(c1cccc(C(F)(F)F)c1)S(=O)(=O)c1ccc2c(c1)CCN2C(=O)C1CC1	10	3	-3	-23	7	4.0	-7	12	-11

Among those listed so far, 4 have a Cl atom:
SMILES	M5 antag	CHO-K1 Ca antag	CHRM4 antagonist	CHRM5 PAM	CHRM4 agonist	M1 ag parental	M5 ag	CHO-K1 Ca PAM	M4 PAM
CCCN1CCc2nc(SCC(=O)Nc3ccc(C)c(Cl)c3)[nH]c(=O)c2C1	-3	0	-8	-2	-1	0.3	0	3	-4
COc1cc([C@@H]2CC=C(C(=O)O)[C@H](c3ccc(Cl)cc3)N2S(=O)(=O)c2ccc(C)cc2)cc(OC)c1OC	5	-12	-9	9	1	-0.1	3	-11	17
COc1ccc(Cl)cc1NC(=O)CN(C)Cc1ccc(OC)c(OC)c1	18	5	4	-22	21	6.2	-2	-10	-11
O=C(Nc1ncc(Cc2cccc(Cl)c2Cl)s1)c1ccc([N+](=O)[O-])cc1	-4	10	1	3	1	-0.3	-1	-4	2

Next compounds:
SMILES	M5 antag	CHO-K1 Ca antag	CHRM4 antagonist	CHRM5 PAM	CHRM4 agonist	M1 ag parental	M5 ag	CHO-K1 Ca PAM	M4 PAM
CCOC(=O)Cc1cnc(NC(=O)CSc2nc(N)cc(N)n2)s1	-1	-2	-7	-2	5	2.0	5	8	3
NS(=O)(=O)c1ccc(NC(=S)NNC(=O)CCC(=O)Nc2ccccc2Cl)cc1	-2	-7	-3	-2	0	0.6	-2	-2	2
NCCCCCNC(=O)/C=N\O	4	18	3	-2	1	-0.1	-1	-8	0
Cc1ccc(C2(c3ccc(C)cc3)NC(=O)N(CC(N)=O)C2=O)cc1	-4	-8	-7	2	1	-0.5	-2	-4	0
CC(C)Cc1nc(N2CCN(C(=O)c3ccccc3)CC2)c(C#N)c2c1CCC2	8	-19	-10	-8	-2	0.5	-1	21	7
O=S(=O)(CCNCc1ccccc1)NC1CCCCC1	11	-5	1	-4	1	-0.1	1	-3	-1
CC(=O)Nc1ccc(NC(=O)c2ccccc2N(C)S(=O)(=O)c2ccc(C)cc2)cc1	8	14	-1	-1	0	-0.2	-3	-25	-5
Cc1ccc(Cn2c(C(C)Nc3nc(-c4ccc(Cl)c([N+](=O)[O-])c4)cs3)nc3cc(C(F)(F)F)ccc32)cc1 (stereo unspecified)	14	2	4	-1	4	0.3	0	-5	5
S=C(NCCc1ccc(Cl)cc1)NC1CCCC1	5	2	-1	-10	5	8.5	-1	5	-6
COc1ccc(-c2nc(CS(=O)(=O)CC(=O)Nc3ccc(Cl)cc3)c(C)o2)cc1	0	-3	-16	3	1	2.2	2	25	6
Cc1cccc(NS(=O)(=O)c2cccc([N+](=O)[O-])c2)n1	6	-6	-2	4	1	0.8	0	12	2
O=C1c2ccc(-c3nc4ccccc4o3)cc2C(=O)N1Cc1ccccc1	-5	-5	-4	2	1	1.4	4	17	0
CC(=O)OC(COC1C[C@@H]2CC[C@@]1(C)C2(C)C)C[N+]1(C)CCCCC1 (stereo partly specified)	20	-6	-11	-13	0	0.5	-16	6	-22
O=S(=O)(Nc1ccc(C(F)(F)F)cn1)c1ccccc1	11	16	-7	-1	0	-0.2	-2	-25	11
CCOC(=O)c1ccc(NC(=O)c2cccc(S(=O)(=O)N3c4ccccc4CC3C)c2)s1 (stereo unspecified)	25	10	14	-16	4	2.1	-4	9	-6
CCS(=O)(=O)c1ccc(O)c(NC(=O)CCCC(=O)O)c1	-1	-9	12	2	0	1.8	2	9	-3
CCCCNCc1cc(OCC)c(OCC(N)=O)cc1Br	-7	-32	-14	1	3	0.2	-3	-2	-1
Cn1cnc([N+](=O)[O-])c1Sc1nc(N)nc2c1ncn2C1OC(CO)C(O)C1O (stereo unspecified)	4	-3	2	-4	0	-0.1	5	-1	-2
COC(=O)c1cc(S(=O)(=O)NC2CCC(C)CC2)cn1C (stereo unspecified)	0	-12	5	-8	2	3.1	0	11	-6
COc1ccc(O)c(C2(O)C(=O)c3ccccc3C2=O)c1	7	11	2	0	1	-0.1	-3	-14	-7
CC(NC(=O)COc1ccccc1F)C1CC2CCC1C2 (stereo unspecified)	-12	-15	-11	12	-1	1.3	-2	30	6
CCC/C=C1/CCCOC(C(=O)NCCN2CCOCC2)(C(F)(F)F)C1 (stereo unspecified)	6	-9	9	0	1	0.3	1	6	4
CC1=C(C(=O)Nc2ccc(C(=O)NCCCN3CCCCC3C)cc2)SCCO1 (stereo unspecified)	8	-12	2	-7	0	0.5	-1	21	-5
Cc1ccc(CNC(=O)c2ccccc2NS(C)(=O)=O)cc1	2	5	0	-6	1	2.2	-2	8	2
CNC(=S)N1CCN(C(c2ccccc2)c2ccccc2)CC1	1	-16	-21	-7	4	1.8	-13	5	-14
COc1cccc(CN(CCC(=O)O)Cc2cccc(OC)c2)c1	-1	-17	-6	-4	0	0.3	0	30	0
COc1cc(/C=N/NC(=O)c2cccc(S(=O)(=O)N3CCCCC3)c2)cc(Br)c1O	5	-19	1	8	0	0.6	4	5	-2
O=C(NCc1cccs1)C1CCC(=O)N(Cc2cccc(C(F)(F)F)c2)C1 (stereo unspecified)	-3	2	6	11	1	0.4	-1	13	4
COc1cc(CN2CCN(c3ccccc3F)CC2)cc(OC)c1O	-1	3	7	7	2	0.1	-2	-11	3
Cc1noc(C)c1/C=N/Nc1ccc2ccccc2n1	12	-3	-2	2	-1	0.4	-1	15	0
CSc1ccccc1C(=O)N1CCN(c2ncccn2)CC1	5	-14	1	-2	0	0.7	4	16	4
O=S(=O)(Nc1ccccc1Cl)c1ccc(-c2ccccn2)s1	8	-12	5	-3	2	1.1	0	10	-6
C[C@@H]1Cn2cnc(C(=O)NCC(=O)OC(C)(C)C)c2C(=O)N1	7	-4	-2	-2	0	-0.3	2	15	3
CCOC(=O)C[C@H]1c2ccccc2S(=O)(=O)N1c1cccc(OC)c1	-1	-17	-4	8	2	0.1	-5	18	9
COc1ccc2[nH]cc(CC(=O)O)c2c1	6	5	-7	5	1	0.0	1	7	10
COC(=O)C(NS(=O)(=O)c1ccc(C)cc1)c1ccccc1 (stereo unspecified)	10	0	9	-6	1	1.0	-2	12	-6
CC(OC(=O)c1ccc(Cl)nc1)C(=O)Nc1ccc2c(c1)OCO2 (stereo unspecified)	-2	7	-1	-4	2	0.5	1	6	6
CCc1ccc(CN2CCN(C(=O)c3cccc(OC)c3OC)CC2)cc1	-1	0	2	-11	3	1.5	-9	11	6
COc1ccc(CCNC(=O)C2CCN(S(=O)(=O)N3CC(C)CC(C)C3)CC2)cc1OC (stereo unspecified)	10	-7	-13	-6	2	3.7	0	11	-1
CCCCOc1ccc(C(=O)NCC(=O)NCC(c2ccc(F)cc2)N2CCOCC2)cc1 (stereo unspecified)	3	20	-11	2	0	-0.4	0	-30	-7
CC1=C(C(N)=O)C(c2ccccc2)n2nc(-c3ccncc3)nc2N1 (stereo unspecified)	1	-14	-4	-3	1	0.2	-2	21	-3
CCN(CC)C(=O)COc1coc(CN2CCN(c3ccc(F)cc3)CC2)cc1=O	-5	-8	2	11	1	0.5	-2	0	3
Cc1ccc(S(=O)(=O)N(C)CC(=O)N2CCN(C(=O)c3ccco3)CC2)cc1	-1	-11	-4	2	1	0.2	-4	16	4
CC(=O)N1CCC2(CC1)C(C#N)=C(N)OC1=C2C(=O)CC(C)(C)C1	-3	-2	-1	-2	1	0.4	1	11	14
COC(=O)c1sccc1NC(=O)Nc1ccc(C)c(C)c1	-9	-3	-3	16	1	-0.1	-7	0	-1
Cc1cc(C)cc(Nc2ncc3c(n2)CCCC3=O)c1	0	2	7	2	0	-0.5	-6	8	4
CCOC(=O)[C@H]1[C@H]2COc3cc(OC)ccc3[C@@H]2N2C(=O)CN(Cc3ccc(C)cc3)C(=O)[C@@]12C	9	-8	-3	-2	1	0.6	0	2	-5
O=C(CCC(=O)N1CCN(S(=O)(=O)c2ccccc2)CC1)c1cccs1	3	-2	5	-2	0	0.6	0	7	-9
Cc1ccc(NC(=O)CC(=O)c2ccccc2)cc1C	13	-12	-8	-2	0	0.9	-3	15	3
Cn1ncc([N+](=O)[O-])c1C(=O)Nc1ccc(-c2nc3ccccc3[nH]2)cc1	10	-4	0	-13	12	7.8	1	14	-3
CC1CN(Cc2nc3c(c(=O)n(C)c(=O)n3C)n2CCc2ccccc2)CC(C)O1 (stereo unspecified)	0	0	-3	2	0	0.5	-3	4	1
CSc1nc(N(C)NC(=O)c2ccc(F)cc2)c2ccccc2n1	-1	-6	9	4	1	1.5	1	16	3
NC[C@H]1O[C@@H](n2ccc(N)nc2=O)[C@H](O)[C@@H]1O	2	-14	4	3	1	0.4	2	13	15
